ERK EGF block: inhibitors of EGF-stimulated ERK signaling pathway. hit rate 0.41% among 130,000. AID 1454. HEK293-V1b, EGF-stimulated phospho-ERK AlphaScreen. Potency, µM (highest dose often 11.5 µM), for inactives: at the top dose activity change, negative = inhibition, usual class: inhibitors; active = well fitted inhibition curve with a large enough effect; inconclusive = small, poorly fitted or top-dose-only effect, or effect the other way;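 also: plate controls were stimulated vehicle wells for no effect and unstimulated vehicle basal for full effect; nearly all actives have a fitted effect of over 55% in size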
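Concentration-response of compounds against EGF-driven ERK phosphorylation in V1b-expressing HEK293 cells; 30 min preincubation, 5 min EGF, AlphaScreen detection; Normalized to DMSO basal and 25 nM EGF.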
The depositor's hits bear a star; ? = inconclusive; & = joins results of further samples; [ ] = dose if it differs, or a comment. Potency is read from the fitted curve at half-maximal effect. A portion of the library; count on the stated rates, not on these rows.

SMILES	ERK EGF block
CC/C=C\C/C=C\C/C=C\C/C=C\C/C=C\CCCC(=O)NCCc1ccc(O)c(O)c1	-8%
Cc1ccc(O)c(C(=O)c2cc(C(=O)NCCC(C)C)c(=O)n(CCC(C)C)c2)c1	9%
CCOc1ccc(-c2cc(C)[n+](CCN(CC)CC)c(-c3ccc(OCC)cc3)c2)cc1	-2%[57.5 µM]
COc1ccc(CN2C(=O)NC(=O)/C(=C/c3ccc([N+](=O)[O-])o3)C2=O)cc1	2%
COC(=O)C1=CO[C@@H](C)[C@@H]2CN3CC[C@]4(C(=O)Nc5ccccc54)[C@@H]3C[C@H]12	-12%
CC(C)(C)P(=O)(NCc1ccccc1)c1ccccc1 (stereo unspecified)	-5%
COc1cc(/C=C/[N+](=O)[O-])ccc1O	?
Cc1c(Cl)cccc1NC(=S)N1CC2CC(C1)c1cccc(=O)n1C2 (stereo unspecified)	12%
CNC[C@H](O)c1ccc(O)c(OC)c1	15%[25.7 µM]
CC(C)C(O)(C(=O)OC[C@@H]1CC[N+]2([O-])CCCC12)C(C)O (stereo partly specified)	-17%
Cc1cc(C=C2C(=O)NC(=S)NC2=O)c(C)n1-c1ccc2c(c1)OCO2	4%
COc1cc2ccc(=O)oc2c2ccoc12	19%&1%
CCCCC(=O)N/N=C/c1c(O)n(-c2cccc3ccccc23)c(=O)[nH]c1=O	-15%[57.5 µM]
CN1C(=O)C(=Cc2ccc(N3CCOCC3)o2)C(=O)N(C)C1=O	17%
Cc1nc2cc(C(F)(F)F)ccc2n1C1CCN(Cc2nnnn2CCc2ccccc2)CC1	-5%

Some values from the entries so far.
ERK EGF block, CN1C(=O)C(=Cc2ccc(N3CCOCC3)o2)C(=O)N(C)C1=O : 17%
ERK EGF block, Cc1c(Cl)cccc1NC(=S)N1CC2CC(C1)c1cccc(=O)n1C2 (stereo unspecified) : 12%
ERK EGF block, CNC[C@H](O)c1ccc(O)c(OC)c1 : 15%[25.7 µM]

Next results follow:
SMILES	ERK EGF block
CC(C)(C)c1ccc(C(=O)C2CCCN(C3CCC3)C2)cc1 (stereo unspecified)	15%
NC(Cc1nc2ccccc2[nH]1)c1ccc(Cl)cc1 (stereo unspecified)	-5%[57.5 µM]
Cc1ccc(-n2c(C)cc(/C=C3\C(=O)NC(=O)N(C)C3=O)c2C)cc1C	-3%
Cc1ccc(Cn2nc(C)c(C=O)c2Cl)cc1	-5%
C/C(CC(c1ccccc1)c1c(O)c2ccccc2oc1=O)=N\NC(N)=S (stereo unspecified)	4%
COP(=S)(OC)Oc1ccc([N+](=O)[O-])cc1	19%
Cc1ccccc1OCCCn1cc(C(=O)C(=O)N2CCOCC2)c2ccccc21	3%
COc1cc2c(cc1OC)CC[N+](C)=C2	2%[57.5 µM]
Cc1cc(C)cc(N2C(=O)NC(=O)/C(=C\c3cc(C)n(C)c3C)C2=O)c1	-15%
COc1ccc(CC[n+]2cc(/N=C(\C)[O-])on2)cc1OC	0%
CCN1C(=O)/C(=C\c2ccc([N+](=O)[O-])s2)C(=O)NC1=S	-2%
O=[N+]([O-])c1ccc(N2CCNCC2)cc1Sc1ccccn1	4%
COP(N)(=O)SC (stereo unspecified)	13%
O=C(O)c1cccc2nc3ccccc3nc12	-15%[57.5 µM]
C[C@@H]1OC(OC2C(OC3CC[C@@]4(C)C5CC=C6C7CC(C)(C)CC[C@@]7(C(=O)O)CCC6(C)C5(C)CCC4[C@]3(C)CO)OCC(O)C2O)C(O)C(O)C1O (stereo partly specified)	28µM*
CN(C)C(=O)Oc1ccc(-c2cn3cc(C(F)(F)F)ccc3n2)cc1	2%
COc1cc2c(cc1OC)[C@@]13CCN4CC5=CCO[C@H]6CC(=O)N2[C@H]1[C@H]6[C@H]5C[C@H]43	-4%
Cc1nn(Cc2ccc(Cl)cc2Cl)c(Cl)c1C(=O)Nc1ccc(OC(F)F)cc1	-5%
Cc1cc(C(=O)N=Nc2c(O)n(C)c3ccccc23)c(C)o1	7%
Cc1ccc(OP(N)(=O)Oc2ccc(C)cc2)cc1	-1%
OC(c1ccccc1)(c1ccccc1)C1CCNCC1	-16%[57.5 µM]
Cn1c(NN=O)nc2ccccc21	6%
CNC(=O)Oc1ccccc1OC(C)C	25%
CCCCCc1nc2c(c(=O)c3ccccc3n2C)c(=O)n1C1CCCCCC1	?
COC(=O)C1=CO[C@@H](C)[C@@H]2CN3CC[C@@]4(C(=O)Nc5ccccc54)[C@@H]3C[C@H]12	-8%
O=C1NC(=O)N(c2cccc(F)c2)C(=O)/C1=C/c1ccc(N2CCOCC2)cc1	-7%[57.5 µM]
CC(C)(C)C(=O)OC[N+](C)(C)CCOC(=O)C(O)(c1ccccc1)C1CCCC1 (stereo unspecified)	23%
O=C1NC(=O)C(=Cc2ccc(Sc3ccccc3)o2)C(=O)N1	?
CCCC/C=C/[C@@H](NP(=O)(c1ccccc1)c1ccccc1)c1ccccc1OC	8%
COC(=O)CCCCC1SCC(NC(=O)c2ccccc2)C1Cl (stereo unspecified)	3%
COc1ccc(CN2CCCC(C(=O)c3sccc3C)C2)cc1O (stereo unspecified)	-3%
COC1=CC=C2[C@H]3Cc4ccc(OC)c5c4[C@@]2(CCN3C)[C@H]1O5	3%
O=C1/C(=C/c2cccnc2)N2CCC1CC2	-5%
CCC(=O)OC1(c2ccccc2)C(C)CN(C)CC1C (stereo unspecified)	-4%
COc1ccccc1OCC(=O)N1CCN(Cc2ccc3c(c2)OCO3)CC1	-2%
O=C(/C=C/c1ccccc1)NCCc1cnc[nH]1	-6%[57.5 µM]
CCOC(=O)C(O)(c1ccc(NC(=O)NC)cc1)C(F)(F)F (stereo unspecified)	-4%[57.5 µM]
Nc1c2c(nc3sc4c(c13)CCCCC4)CCCC2	1%
CN1C(=O)/C(=C/C=C/c2ccco2)C(=O)NC1=S	-7%[57.5 µM]
Cc1ccc(-n2c(O)c(/C=N/NC(=O)c3ccncc3)c(=O)[nH]c2=O)cc1	1%
CCOc1ccc(N2C(=O)NC(=O)/C(=C/c3cnc(SC)nc3)C2=O)cc1	-2%
C=CCn1c(O)c(C=NC2CCN(Cc3ccccc3)CC2)c(=O)[nH]c1=O	5%[57.5 µM]
O=C1NC(=O)N(c2ccccc2)C(=O)/C1=C\c1ccc2c3c(cccc13)CC2	-14%
CCCCn1c(NS(=O)(=O)c2ccccc2)c(C(=O)OCC)c2nc3ccccc3nc21	28%
CCN(CC)P(c1n(C)cc[n+]1C)N(CC)CC	1%
Cc1ccc(NP(=O)(Oc2ccccc2F)Oc2ccccc2F)cc1C	-11%
O=c1c2ccccc2ncn1-c1ccc([N+](=O)[O-])c(C(F)(F)F)c1	-2%
CC(C)[C@@]1(NC(=O)[C@@H]2C=C3c4cccc5[nH]cc(c45)C[C@H]3N(C)C2)O[C@@]2(O)[C@@H]3CCCN3C(=O)[C@H](Cc3ccccc3)N2C1=O	6%
Clc1ccc([C@@H](OCCN2CCCCC2)c2ccccc2)cc1	-14%[25.7 µM]
C#CCNc1ccncc1S(=O)(=O)NC(=O)NC(C)C	8%
COc1ccccc1CN1CCCC(C(=O)c2ccccc2SC)C1 (stereo unspecified)	6%
COc1cccc(-c2nc3ccc(N4CCN(C)CC4)cc3[nH]2)c1	0%
CN(C)CCc1nn[nH]n1	-1%
Nc1ncnc2c1ncn2[C@@H]1O[C@H](COP(=O)(O)CP(=O)(O)OP(=O)(O)O)[C@H](O)[C@H]1O	10%
Cc1ccc(S(=O)(=O)N[C@@H](CCCCN)C(=O)CCl)cc1	18%
Cc1ccccc1-c1cncnc1NCCc1cnc[nH]1	14%
COP(=O)(Cc1ccc(C#N)o1)OC	5%[57.5 µM]
CCC1(C)CC(=O)NC(=O)C1	17%[25.7 µM]
CCOP(=O)(OCC)C(NC(=O)c1cccc(C)c1)C(Cl)(Cl)Cl (stereo unspecified)	-6%[57.5 µM]
O=C1NC(=O)C(=Cc2ccccc2Oc2ccc(F)cc2)C(=O)N1	4µM*
Next part
SMILES	ERK EGF block
CCn1c(O)c(N=Nc2cccc(S(=O)(=O)N3CCOCC3)c2)c(=O)n(CC)c1=S	-6%[57.5 µM]
COC(=O)[C@]1(C)CC[C@@]2(C)CC[C@@]3(C)C4=CCc5c(cc(O)c(O)c5C)[C@]4(C)CC[C@@]3(C)C2C1 (stereo partly specified)	21%
COc1cccc2c1cc([N+](=O)[O-])c1c(C(=O)O)cc3c(c12)OCO3	0%&5%
Cc1ccc(CN2CCCC(C(=O)c3sccc3C)C2)o1 (stereo unspecified)	0%
CN1CCN(c2ccc3nccnc3c2)CC1	-4%
CC(=NCc1ccc2c(c1)OCO2)c1c(O)n(-c2ccccc2)c(=O)[nH]c1=O	2%[57.5 µM]
O=C(CN1CC=C(c2ccccc2)CC1)NC(=O)NCc1ccccc1	-6%
Cc1ncc(CN2CCCC(C(=O)c3sccc3C)C2)s1 (stereo unspecified)	1%
Oc1cccc2cccnc12	3%
C[C@@H]1O[C@H](C[N+](C)(C)C)C[C@H]1O	11%
N#CC1=C(N)Oc2c(c(=O)sc3ccccc23)C1c1cccnc1 (stereo unspecified)	3%
O=C(CN1CC=C(c2ccccc2)CC1)Nc1cc(Cl)ccc1Cl	16%
Cc1ccc(-n2c(O)c(C=NCc3ccco3)c(=O)[nH]c2=S)cc1C	-10%[57.5 µM]
C=CCn1c(O)c(C(CC)=NCc2ccco2)c(=O)[nH]c1=O	-1%[57.5 µM]
COc1ccc2c(c[n+](C)c3c4cc5c(cc4ccc23)OCO5)c1OC	13µM*

Rewritten with each value named: 3 of the compounds above
molecule: CCn1c(O)c(N=Nc2cccc(S(=O)(=O)N3CCOCC3)c2)c(=O)n(CC)c1=S
  ERK EGF block: -6%[57.5 µM]
molecule: O=C(CN1CC=C(c2ccccc2)CC1)NC(=O)NCc1ccccc1
  ERK EGF block: -6%
molecule: Cc1ccc(CN2CCCC(C(=O)c3sccc3C)C2)o1 (stereo unspecified)
  ERK EGF block: 0%

Arranged by length of the SMILES (falling): 3 of the compounds above.
SMILES	ERK EGF block
CCn1c(O)c(N=Nc2cccc(S(=O)(=O)N3CCOCC3)c2)c(=O)n(CC)c1=S	-6%[57.5 µM]
CC(=NCc1ccc2c(c1)OCO2)c1c(O)n(-c2ccccc2)c(=O)[nH]c1=O	2%[57.5 µM]
COc1cccc2c1cc([N+](=O)[O-])c1c(C(=O)O)cc3c(c12)OCO3	0%&5%

(next part)
SMILES	ERK EGF block
N#CCCn1cc(C(=O)O)c(-c2cccc([N+](=O)[O-])c2)n1	1%
Cc1ccccc1N1C(=O)CC(=O)N(c2ccccc2C)C1=O	14%
Cc1c(N=Nc2c(O)n(Cc3ccccc3)c(=O)[nH]c2=O)c(=O)n(-c2ccccc2)n1C	7%
CC1CC[C@@]2(OC1)O[C@@H]1[C@@H](O)[C@H]3C4CC[C@H]5C[C@@H](O[C@@H]6O[C@H](CO)[C@H](O[C@@H]7O[C@H](CO)[C@@H](O)[C@H](O[C@@H]8OC[C@@H](O)[C@H](O)[C@H]8O)[C@H]7O[C@@H]7O[C@H](CO)[C@@H](O)[C@H](O[C@@H]8O[C@H](CO)[C@@H](O)[C@H](O)[C@H]8O)[C@H]7O)[C@H](O)[C@H]6O)[C@H](O)C[C@]5(C)C4CC[C@]3(C)[C@H]1[C@@H]2C (stereo partly specified)	-3%
c1ccc(-c2ccc(-c3n(-c4ccccn4)c4ccccc4[n+]3-c3ccccn3)cc2)cc1	?
Cc1cc(-c2n[nH]c(=S)n2-c2ccc(C)c(C)c2)no1	4µM*
CCN1CCN(c2ccc(N)c(C)c2)CC1	2%
Cc1ccc2c(c1)CCCN2N=O	2%
CSc1ccccc1C(=O)C1CCCN(Cc2cccc(C)n2)C1 (stereo unspecified)	-4%
O=c1[nH]c(=S)n(C2CC2)c(O)c1C=NCCN1CCOCC1	7%[57.5 µM]
C[C@H](Cc1ccc2c(c1)OC(C(=O)O)(C(=O)O)O2)NC[C@H](O)c1cccc(Cl)c1	9%&1%
C=CCn1c(O)c(C(C)=NC2CCN(Cc3ccccc3)CC2)c(=O)[nH]c1=O	7%[57.5 µM]
CCOP(=O)(Cc1ccc(C(=O)CC)o1)OCC	7%[57.5 µM]
CC(C)CCN1CCN(Cc2c(F)cccc2Cl)CC1CCO (stereo unspecified)	3%
COc1cc(OC)c(OC)cc1/C=C1\C(=O)NC(=O)N(Cc2ccccc2)C1=O	-2%
O=C(CN1CCOCC1)Nc1ccc(Br)cc1C(=O)c1ccccc1	6%
OC(c1ccncc1)(c1ccc(F)cc1)c1ccc(F)cc1	0%
COc1ccccc1[As](=O)(O)CC(O)COc1ccc(Cl)cc1Cl (stereo unspecified)	-21%[57.5 µM]
CCCCCCC(=O)N/N=C/c1c(O)n(C2CC2)c(=S)[nH]c1=O	1%[57.5 µM]
O=c1[nH]c(=S)[nH]c(O)c1N=Nc1ccc(-c2ccccc2)cc1[N+](=O)[O-]	?
CN1CC=C(c2c[nH]c3ccccc23)CC1	-4%
CN1CCN(c2cc(N3CCCCCC3)c(F)cc2[N+](=O)[O-])CC1	3%
COc1cc(/C=C/c2nc3ccccc3c(=O)n2-c2cccc(O)c2)ccc1O	1%[57.5 µM]
COc1cc2c(cc1O)CCNC2C (stereo unspecified)	12%
CC(=O)O[C@H]1C[C@@H](O[C@@H]2[C@H](C)O[C@H](O[C@@H]3[C@H](C)O[C@H](O[C@@H]4CC[C@@]5(C)[C@@H](CC[C@]6(C)[C@]5(C)C[C@H](O)[C@]5(C)[C@@H](C7=CC(=O)OC7)CC[C@@]56O)C4)C[C@@H]3O)C[C@@H]2O)O[C@@H](C)[C@H]1O[C@H]1O[C@@H](CO)[C@@H](O)[C@@H](O)[C@@H]1O	-6%[25.7 µM]
CC(C)(C#N)O[C@H]1OC(CO)C(O)C(O)C1O (stereo partly specified)	16%
O=C(/C=C\c1ccc(Cl)cc1)N[C@@]12CCC(=O)[C@@H]3Oc4c(O)ccc5c4[C@@]31CCN(CC1CC1)[C@@H]2C5	-5%
CC(Cc1ccccc1)NC(=O)/C=C/c1ccc(Cl)cc1 (stereo unspecified)	5%
